# MITF inh: human MITF inhibition, primary screen; O75030; AlphaScreen MITF homodimerization, bead proximity signal; inhibition, % at 2.6 µM; actives 0.91% (n = 650,000); AID 1259374; in the data active = inhibition above about 50%;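 also: 0% = vehicle wells with protein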
# Target sequence (O75030 whole entry, looked up): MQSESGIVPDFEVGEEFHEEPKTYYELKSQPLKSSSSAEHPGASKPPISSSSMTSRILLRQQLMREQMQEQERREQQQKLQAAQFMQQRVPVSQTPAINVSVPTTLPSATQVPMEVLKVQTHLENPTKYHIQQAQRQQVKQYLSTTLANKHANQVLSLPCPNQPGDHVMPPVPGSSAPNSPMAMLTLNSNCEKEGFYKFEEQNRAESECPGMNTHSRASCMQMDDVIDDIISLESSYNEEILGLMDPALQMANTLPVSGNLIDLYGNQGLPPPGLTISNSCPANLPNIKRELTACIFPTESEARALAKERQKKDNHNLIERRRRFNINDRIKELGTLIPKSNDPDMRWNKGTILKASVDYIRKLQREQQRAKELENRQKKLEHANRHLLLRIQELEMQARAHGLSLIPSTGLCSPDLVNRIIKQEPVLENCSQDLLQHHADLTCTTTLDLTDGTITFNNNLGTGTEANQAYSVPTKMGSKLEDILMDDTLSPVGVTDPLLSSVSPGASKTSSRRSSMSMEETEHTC
# GPR151 activ: human GPR151 activation; Q8TDV0; AID 1508602; actives 1% (n = 650,000); activation, % at 11.2 µM; PathHunter beta-arrestin GPR151 cells, luminescence; in the data active = activation above about 4.9%;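 also: 0% = median of compound wells and 100% = cells with positive control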
# Target sequence (Q8TDV0 whole entry, looked up): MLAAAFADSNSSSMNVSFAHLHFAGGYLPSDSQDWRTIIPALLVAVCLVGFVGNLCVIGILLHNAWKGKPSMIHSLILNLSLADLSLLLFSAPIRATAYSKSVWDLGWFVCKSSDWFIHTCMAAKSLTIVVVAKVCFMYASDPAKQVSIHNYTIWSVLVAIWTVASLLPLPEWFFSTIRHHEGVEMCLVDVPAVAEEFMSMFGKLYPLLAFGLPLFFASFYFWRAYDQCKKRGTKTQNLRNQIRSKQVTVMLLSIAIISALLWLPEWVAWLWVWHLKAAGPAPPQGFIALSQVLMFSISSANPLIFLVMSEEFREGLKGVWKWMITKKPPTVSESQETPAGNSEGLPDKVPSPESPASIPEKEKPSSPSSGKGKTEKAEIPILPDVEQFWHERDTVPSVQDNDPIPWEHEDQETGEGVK
# TEAD-YAP inh: TEAD-YAP interaction inhibition; HEK-TIYL cells, TEAD-Gal4/YAP UAS-luciferase luminescence; inhibition, % at 9.12 µM; actives 1.4% (n = 640,000); in the data active = inhibition above about 32%;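 also: 0% = median of test compound wells and 100% = reference inhibitor wells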
# FBW7 activator: human FBW7 E3 ligase activation, primary screen. AlphaScreen FBW7–phospho-cyclin E peptide binding, activator screen. normalized activity (activation), % at 26.1 µM. actives 0.13% (n = 650,000); in the data active = normalized activity above about 1.9%;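 also: purified mutant Fbw7 with reduced substrate affinity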
# * hit, by the source's call.
SMILES,MITF inh,GPR151 activ,TEAD-YAP inh,FBW7 activator
COc1cccc(OC)c1C(=O)Nc1nc(-c2ccccc2)c(C(=O)c2ccccc2)s1,-8.7,1.0,0.7,-0.1
CCOc1cccc(OCCCN2CCN(CC)CC2)c1,73.7*,-2.1,-2.2,0.0
CC1(C)CC(NC(=O)/C=C/C(=O)O)CC(C)(C)N1,1.0,0.2,6.3,0.0
O=C(c1cc([N+](=O)[O-])cc([N+](=O)[O-])c1)n1cnc2ccccc21,20.8,-0.9,-7.2,1.0
N#Cc1ccc(/C=N/NC(=O)c2cccc(NC(=O)c3ccc(F)cc3)c2)cc1,1.2,-0.7,-4.9,0.7
O=C(OC1C(C2COC3(CCCCC3)O2)OC2OC3(CCCCC3)OC21)c1ccc([N+](=O)[O-])cc1 (stereo unspecified),-5.3,1.2,-12.6,-0.1
Cc1ccc(C)c(CN2CCc3nnc(C(NC(=O)c4ccccn4)C(C)C)n3CC2)c1 (stereo unspecified),5.4,1.1,0.4,-0.1
Cc1c(NC(=O)COC(=O)c2ccccc2Br)c(=O)n(-c2ccccc2)n1C,7.8,-0.5,3.0,0.0
O=C(OC(C(=O)NC1CCCCC1)c1ccccc1F)c1ccco1 (stereo unspecified),23.1,-0.9,4.7,0.0
CCOc1ccc(/C=N/NC(=O)c2nnn(-c3nonc3N)c2CN(C)C)cc1,-0.4,0.3,-11.3,-0.1
Brc1c(OCc2cn3cccnc3n2)ccc2ccccc12,21.9,-0.3,-70.8,0.0
COc1ccc(/C=C/C=C2\SC(=S)NC2=O)cc1,8.9,-1.2,-0.9,0.1
CC1Cc2ccccc2N1S(=O)(=O)c1ccccc1F (stereo unspecified),4.0,-1.5,-0.5,0.0
COc1ccc(Cl)cc1NC(=O)CN1CCN(CC(=O)c2ccco2)CC1,53.2*,1.4,0.8,-0.4
COc1ccc2ccc(OC)c(/C=C3/NC(=O)NC3=O)c2c1,-1.8,-1.1,-3.8,0.0
COc1ccc(C(c2sc3ncnn3c2O)N2CCN(C(=O)c3ccco3)CC2)cc1 (stereo unspecified),-0.4,1.4,-12.0,0.0
CCN(CC)S(=O)(=O)c1ccc(NC(=O)c2cccc(C)c2[N+](=O)[O-])cc1,-0.5,-0.8,12.3,0.1
Cc1ccc2nc(-c3ccc(NC(=O)c4ccccc4)cc3)sc2c1,15.6,-0.5,6.1,0.2
O=c1[nH]cnc2c1[nH]c1ccccc12,8.9,8.7*,19.3,0.4
CCCN(CCC)CCCNc1ccc(C(=O)Nc2ccc(OCC)cc2)cc1[N+](=O)[O-],12.3,0.3,1.6,-0.6
O=C(Nc1cccc(Cl)c1)C1C2C=CC3(O2)C1C(=O)N(CCCN1CCN(Cc2ccccc2)CC1)C3C(=O)NC1CCCCC1 (stereo unspecified),-1.8,0.0,3.3,-0.1
CCc1ccc(N(CC)C(=O)Cn2c(=O)oc3ccccc32)cc1,8.0,0.8,-3.7,0.0
CCCC1CCC(c2ccc(C(=O)COC(=O)c3ccccc3Cl)cc2)CC1 (stereo unspecified),9.0,0.1,-3.4,0.0
COc1ccc(/C(N)=N/OC(=O)c2ccc(Cl)cc2)cc1OC,12.1,1.2,-5.0,-0.1
COc1ccc(CC(C(=O)O)c2ccccc2)cc1 (stereo unspecified),-0.5,0.2,3.4,-0.2
O=C(O)c1cc(S(=O)(=O)NCc2ccccn2)c(Cl)cc1Cl,-6.9,0.7,-4.4,-0.1
C=CCSc1nc2c(c(=O)n1Cc1ccccc1)C1(CCCC1)Cc1ccccc1-2,1.7,0.0,-3.6,-0.2
COc1ccccc1C1NC(=S)NC(C)=C1C(=O)Nc1ccc(C)cc1C (stereo unspecified),1.9,0.8,-3.1,0.0
Cc1ccc(OCCCC(=O)Nc2ccc(F)cc2)cc1,2.2,2.0,17.7,0.2
CCCCn1c(SCC(=O)N(C)C)nnc1-c1cccs1,-1.4,0.0,-4.1,-0.3
COC(=O)c1ccc(/C=C2\N=C(c3cccc(Br)c3)OC2=O)cc1,-10.4,0.5,-2.7,-0.2
CC(C)(C)c1nnc(Nc2ccc(Cl)cc2)[nH]c1=O,9.4,-0.2,1.2,0.1
O=C1CC(c2ccccc2)CC(O)=C1C=Nc1ccc([N+](=O)[O-])cc1 (stereo unspecified),12.3,0.8,5.0,-0.2
COc1cc(C(=O)OCn2c(SC)nnc(C)c2=O)cc(OC)c1OC,6.5,-1.4,2.8,-0.1
COc1cccc(C(=O)NNC(=O)c2cc([N+](=O)[O-])cc([N+](=O)[O-])c2)c1,-12.2,2.1,11.2,0.0
COc1ccc(CNC(=S)NNc2ccccc2)cc1,4.3,-2.0,-3.6,0.1
Cn1c(=O)[nH]c(N2CCc3ccccc3C2)c(Cc2ccc([N+](=O)[O-])cc2)c1=O,0.3,3.7,-8.0,0.0
NC(Cc1c[nH]c2ccc(F)cc12)C(=O)O (stereo unspecified),-0.8,-0.8,9.2,0.7
CC(=O)N1CCN(Cc2ccc3c(c2)CN(Cc2cccc4c2OCO4)CCO3)CC1,5.1,-0.7,2.6,0.0
Cc1cc(NC(=O)CSc2nnc(C)s2)no1,-2.4,0.1,-0.9,-0.3

# 21 entries from above, with values under each structure:
# The line under a structure holds: MITF inh, GPR151 activ, TEAD-YAP inh, FBW7 activator
O=c1[nH]cnc2c1[nH]c1ccccc12
→ 8.9, 8.7*, 19.3, 0.4
CCCN(CCC)CCCNc1ccc(C(=O)Nc2ccc(OCC)cc2)cc1[N+](=O)[O-]
→ 12.3, 0.3, 1.6, -0.6
O=C(Nc1cccc(Cl)c1)C1C2C=CC3(O2)C1C(=O)N(CCCN1CCN(Cc2ccccc2)CC1)C3C(=O)NC1CCCCC1 (stereo unspecified)
→ -1.8, 0.0, 3.3, -0.1
CCc1ccc(N(CC)C(=O)Cn2c(=O)oc3ccccc32)cc1
→ 8.0, 0.8, -3.7, 0.0
CCCC1CCC(c2ccc(C(=O)COC(=O)c3ccccc3Cl)cc2)CC1 (stereo unspecified)
→ 9.0, 0.1, -3.4, 0.0
COc1ccc(/C(N)=N/OC(=O)c2ccc(Cl)cc2)cc1OC
→ 12.1, 1.2, -5.0, -0.1
COc1ccc(CC(C(=O)O)c2ccccc2)cc1 (stereo unspecified)
→ -0.5, 0.2, 3.4, -0.2
O=C(O)c1cc(S(=O)(=O)NCc2ccccn2)c(Cl)cc1Cl
→ -6.9, 0.7, -4.4, -0.1
C=CCSc1nc2c(c(=O)n1Cc1ccccc1)C1(CCCC1)Cc1ccccc1-2
→ 1.7, 0.0, -3.6, -0.2
COc1ccccc1C1NC(=S)NC(C)=C1C(=O)Nc1ccc(C)cc1C (stereo unspecified)
→ 1.9, 0.8, -3.1, 0.0
Cc1ccc(OCCCC(=O)Nc2ccc(F)cc2)cc1
→ 2.2, 2.0, 17.7, 0.2
CCCCn1c(SCC(=O)N(C)C)nnc1-c1cccs1
→ -1.4, 0.0, -4.1, -0.3
COC(=O)c1ccc(/C=C2\N=C(c3cccc(Br)c3)OC2=O)cc1
→ -10.4, 0.5, -2.7, -0.2
CC(C)(C)c1nnc(Nc2ccc(Cl)cc2)[nH]c1=O
→ 9.4, -0.2, 1.2, 0.1
O=C1CC(c2ccccc2)CC(O)=C1C=Nc1ccc([N+](=O)[O-])cc1 (stereo unspecified)
→ 12.3, 0.8, 5.0, -0.2
COc1cc(C(=O)OCn2c(SC)nnc(C)c2=O)cc(OC)c1OC
→ 6.5, -1.4, 2.8, -0.1
COc1cccc(C(=O)NNC(=O)c2cc([N+](=O)[O-])cc([N+](=O)[O-])c2)c1
→ -12.2, 2.1, 11.2, 0.0
COc1ccc(CNC(=S)NNc2ccccc2)cc1
→ 4.3, -2.0, -3.6, 0.1
Cn1c(=O)[nH]c(N2CCc3ccccc3C2)c(Cc2ccc([N+](=O)[O-])cc2)c1=O
→ 0.3, 3.7, -8.0, 0.0
NC(Cc1c[nH]c2ccc(F)cc12)C(=O)O (stereo unspecified)
→ -0.8, -0.8, 9.2, 0.7
CC(=O)N1CCN(Cc2ccc3c(c2)CN(Cc2cccc4c2OCO4)CCO3)CC1
→ 5.1, -0.7, 2.6, 0.0

# (next part)
SMILES,MITF inh,GPR151 activ,TEAD-YAP inh,FBW7 activator
COc1ccccc1CNc1ccccc1F,-7.8,-1.0,9.1,2.2*
Cc1noc(C)c1C(=O)Nc1ccc2c(c1)CCC2,-17.9,0.8,-16.2,-0.1
Cc1ccc(N=C2NC(=O)/C(=C\c3ccc(-c4ccc(C(=O)O)cc4)o3)S2)cc1,7.0,0.2,7.3,-0.1
COc1ccc2[nH]c(=O)c(CN(CCN(C)C)C(=O)NC3CCCCC3)cc2c1,-2.9,0.6,0.4,-0.1
Cc1nc(NC(=O)Cn2cnc3c(=O)n(C)c(=O)n(C)c32)ccc1Br,1.9,-0.4,11.9,0.1
Cc1ccc2c(=O)c(CN(C)C)c(C)[nH]c2c1C,7.4,1.4,7.2,0.0
CCOC(=O)N1CCN(c2c(N3CCN(c4cccc(C)c4)C(C)C3)c(=O)c2=O)CC1 (stereo unspecified),-0.2,-1.1,-7.3,-0.1
CCCOC(=O)C1=C(C)NC2=C(C(=O)CC(c3ccc(Cl)cc3)C2)C1c1ccc(OC)c(OC)c1 (stereo unspecified),-12.1,-0.9,2.9,0.2
CCCCOc1ccc(NC(=O)CSc2nc3ccc(NC(=O)c4ccc(C(C)(C)C)cc4)cc3s2)cc1,9.7,0.9,10.8,0.0
O=C(CS(=O)(=O)c1ccc2ccccc2c1)c1cc2ccccc2oc1=O,-1.1,-1.9,2.0,0.7
CCc1ccc(NC(=O)CN(c2ccc(Br)cc2)S(C)(=O)=O)cc1,12.1,-0.2,-76.8,0.6
CCOC(=O)N1CCC(NC2CCCC(C)C2C)CC1 (stereo unspecified),1.7,-1.6,3.0,0.8
O=C(Nc1ccncc1)c1cc(-c2ccncc2)nc2ccccc12,-4.5,5.2*,-15.2,0.2
CCC(=O)NNc1nc(-c2ccc(OC)c(F)c2)cs1,0.8,-0.9,-9.1,-0.1
O=C(Cc1ccccc1)Oc1ccccc1N1C(=O)C2C3C=CC(C4CC34)C2C1=O (stereo unspecified),-9.3,-0.5,-2.5,0.1
COc1ccc(-c2nc3ccc(C(=O)NCCc4ccc(O)cc4)cc3s2)cc1,-2.6,0.9,-6.0,-0.1
COc1cc(C)ccc1CO/N=C(\N)c1nonc1N,4.0,0.5,-0.9,-0.1
CCOC(=O)C1=C(C)NC(=S)N(C(C)=O)C1c1ccc(OC)c(OC)c1 (stereo unspecified),-9.8,-1.0,9.6,-0.1
CC1(C)Cc2nc(NC3CCCCC3)c(C#N)cc2CO1,6.6,0.3,-2.1,0.1
COc1cccc(OCCCCNCCc2ccccc2)c1,0.2,-0.8,-5.5,0.2
CC[C@@H](Cn1nc(-c2ccc(F)c(F)c2)ccc1=O)NC(=O)c1cnc(C)cn1,4.3,0.3,15.9,0.1
CCCCCNC(=O)CSc1nc2ccccc2[nH]1,-0.9,-0.7,-12.5,-0.1
O=C(O)c1ccc(/C=N/NC(=O)c2ccc(N3Cc4ccccc4C3)cc2)cc1,6.6,-0.8,-2.5,-0.1
Cc1cc(C(=O)N2CCOCC2)nn1CC(=O)N(Cc1ccccc1)c1ccccn1,11.2,0.2,-2.5,0.6
COc1ccc(CCN(C)C2CCCN(C(=O)c3cnccn3)C2)cc1OC (stereo unspecified),6.2,2.3,5.0,0.0
CCOC(=O)C1C(=O)OC(C)(C)C1C(CC)C(=O)c1ccccc1 (stereo unspecified),9.1,1.6,15.2,0.1
CN1CCN(c2ncn(-c3ccc(Nc4nccc(-c5cc(F)cc(N6CCC(O)CC6)c5)n4)cc3)n2)CC1,2.0,-0.9,67.3*,-0.2
O=C(/C=C/c1cccs1)c1cc(F)ccc1O,20.3,-1.3,-4.1,0.2
CN1CCN(S(=O)(=O)c2ccc3c(c2)oc(=O)n3C)CC1,14.5,-0.5,7.7,0.1
COc1ccc(-c2c(C)nn3c(N(C)CCC#N)cc(C)nc23)cc1OC,3.2,-0.7,-7.3,0.0
CCC1=NN2C(=N)/C(=C/c3ccccc3OCCOc3ccccc3C)C(=O)N=C2S1,-10.3,1.9,-16.2,0.2
Cc1nc2scc(-c3ccccc3)c2c(=O)o1,27.0,0.5,-8.5,0.0
CCCCCC(=O)Nc1ccc(C(=O)Nc2ccccc2[N+](=O)[O-])cc1,-7.0,-0.4,-21.9,-0.1
CCOC(=O)Cc1nnc(NC(=O)c2ccccc2OC)s1,5.8,-0.1,-13.5,0.2
O=C(Cc1ccccc1)NCCCS(=O)(=O)N1CCN(c2ccccn2)CC1,2.9,0.7,8.6,0.2
Cc1cc(NCc2ccco2)n2c(n1)nc1ccccc12,4.1,-0.5,4.5,-0.2
Cc1ccccc1-n1c(C)cc(/C=C(\C#N)C(=O)NCC2CCCO2)c1C (stereo unspecified),-2.2,-1.1,17.5,-0.1
CC(=O)N/C(=C\c1ccccc1)C(=O)NC(C(=O)O)C(C)C (stereo unspecified),12.6,0.4,6.6,0.2
O=C(O)c1ccc2c(c1)NC(=O)C(CS(=O)(=O)Cc1ccc(Cl)cc1)N2 (stereo unspecified),8.0,-0.5,7.5,0.2
Cc1cc(=O)[nH]c(N/N=C/c2c(C)nn(-c3ccccc3)c2C)n1,-3.3,-0.9,5.0,-0.1

# Compound activity as filed in PubChem.
